DUSP3 inh – inhibitors of human VHR1 phosphatase (DUSP3); hit rate 0.52% among 290,000; inhibition, % at 13.3 µM; AID 1654; recombinant VHR phosphatase, pNPP absorbance; P51452; in the data active = inhibition above about 50%; also: some compounds called inactive have numbers as strong as hits
Target sequence (P51452 whole entry, looked up): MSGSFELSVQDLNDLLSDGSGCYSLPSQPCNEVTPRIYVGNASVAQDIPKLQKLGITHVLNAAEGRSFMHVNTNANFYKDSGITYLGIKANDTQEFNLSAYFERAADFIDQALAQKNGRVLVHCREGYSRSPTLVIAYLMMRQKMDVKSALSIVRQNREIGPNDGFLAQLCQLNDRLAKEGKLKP
Rv3671c inh – inhibits the M. tuberculosis serine protease Rv3671c; inhibition, % at 5.96 µM; hit rate 0.048% among 320,000; in the data active = inhibition above about 38%;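 also: extracellular domain of Rv3671c used as enzyme; 0% = enzyme with DMSO and 100% = no enzyme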
Target sequence (P9WHR9 whole entry, looked up, the tested form may be a part): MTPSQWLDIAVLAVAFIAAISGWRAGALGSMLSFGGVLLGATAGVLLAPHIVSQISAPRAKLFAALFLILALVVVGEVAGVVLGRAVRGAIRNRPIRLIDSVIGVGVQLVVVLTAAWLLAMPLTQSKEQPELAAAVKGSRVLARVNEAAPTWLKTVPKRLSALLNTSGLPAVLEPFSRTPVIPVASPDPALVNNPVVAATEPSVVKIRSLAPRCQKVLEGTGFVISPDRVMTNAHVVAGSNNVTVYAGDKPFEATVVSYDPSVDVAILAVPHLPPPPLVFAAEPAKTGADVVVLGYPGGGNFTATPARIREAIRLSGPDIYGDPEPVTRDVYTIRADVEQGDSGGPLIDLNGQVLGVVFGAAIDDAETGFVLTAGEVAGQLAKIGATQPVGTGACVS
SARS 3CLpro inh – SARS-CoV 3CLpro protease inhibition; AID 1706; hit rate 0.14% among 290,000; recombinant SARS-CoV 3CLpro, quenched FRET peptide cleavage; inhibition, % at 6 µM; P0C6X7; in the data active = inhibition above about 12%
An asterisk follows results filed as active; x = not tested or not shown.

SMILES	DUSP3 inh	Rv3671c inh	SARS 3CLpro inh
COC/C=C/C1=CC2=CC(=O)C(C)(OC(=O)c3ccco3)C(=O)C2=CO1 (stereo not given)	-8	-17	x
C[C@@H]1C[C@H]2OC(=O)C3(CO3)[C@H]2[C@H](O)[C@]2(C)C(=O)C3OC3[C@@H]12 (stereo not given in full)	0	1	x
CCCC(=O)Nc1nn(C)c2nc3cc(C)ccc3cc12	-8	3	x
C#CCOCCOCCOCCNc1nc(N2CCN(C(=O)[C@H]([C@@H](C)CC)n3cc([C@@H](N)CO)nn3)CC2)nc(N2CCN(C(=O)[C@H](Cc3cc4ccccc4[nH]3)n3cc([C@@H](N)Cc4ccc(O)cc4)nn3)CC2)n1	22	-2	x
COc1ccc(CNS(=O)(=O)c2ccccc2Br)cc1	10	3	x
COC(=O)CCC(=O)OC1(C)C(=O)C2=CN(CC(C)C)C(c3ccc(OC)cc3)=CC2=C(Br)C1=O (stereo not given)	0	-21	x
Cc1ccc[n+](CC(=O)c2ccccc2)c1	x	-9	-2
CCOc1cc(-c2nc(-c3cc(OC)c(OC)c(OC)c3)no2)cc(OCC)c1OCC	x	3	0
CN(CC(=O)Nc1ccc(F)c(F)c1F)c1cnccn1	x	11	2
Cc1nc2ccccn2c1/C(O)=C1\C(=O)C(=O)N(CCCN(C)C)C1c1ccc(F)cc1 (stereo not given)	x	-2	3
CCCCC1C(=O)NC(=S)NC1=O	13	3	-1
C1CCN=C(NC23CC4CC(CC(C4)C2)C3)CC1	32	-11	-3
CCOCCn1c(=NC(=O)c2cc(Cl)sc2Cl)sc2cc(S(N)(=O)=O)ccc21	-3	-6	2
O=Cc1cccc(OC(=O)c2ccc(Cl)cc2Cl)c1	16	9	4
CCn1cc(C(=O)Nc2ccccc2)c(=O)c2ccc(C)nc21	17	1	3
C#CCOCCOCCOCCNc1nc(N2CCN(C(=O)[C@H](CCC(=O)O)n3cc(C(N)CC(C)C)nn3)CC2)nc(N2CCN(C(=O)[C@H](Cc3ccc(O)cc3)n3cc(C(N)[C@H](C)CC)nn3)CC2)n1 (stereo not given in full)	28	-5	4
COc1ccc(/C=C2/C(=O)NC(=O)N(Cc3ccco3)C2=O)cc1	-12	-4	-2
Cc1ccc(/C(C#N)=C\c2cn(C)c3ccccc23)cc1	16	-5	-4
Cc1ccc(NC(=O)C2CCCCC2)c(O)c1	6	-1	-4
O=C1NC(=O)N(Cc2ccccc2)C(=O)/C1=C/c1cnn(-c2ccccc2)c1	-21	-19	3
COc1cc2[nH]c3c(N4CCC(C(N)=O)CC4)ncnc3c2cc1OC	15	-2	0
Cc1cnc(SCCc2ccncc2)nc1C	-4	-3	-4
COC(=O)C1=C(C)N(CCc2cc(OC)c(OC)c(OC)c2)C(=O)N[C@H]1c1ccc(Br)cc1	1	1	0
COc1ccccc1NC(=O)c1ccc(CSc2ncccn2)cc1	21	-3	-1
Oc1ccc(-c2nnc(-c3ccccc3)c(-c3ccccc3)n2)cc1	5	-10	0
CS(=O)(=O)c1nc(-c2cccs2)cc(C(F)(F)F)n1	19	-6	2
O=C(Nc1ccccc1C(=O)N1CCNCC1)c1ccco1	-5	4	0
O=C(NC(=O)c1ccc(Cl)cc1)Nc1ccc(-c2cnco2)cc1	18	-5	-1
Cc1ccc(S(=O)(=O)NCC2CCC(C(=O)NCCCOC(C)C)CC2)cc1 (stereo not given)	34	4	-1
CCOC(=O)c1c(NC(=O)c2ccc(C)cc2)sc2c1CC(C)(C)NC2(C)C	7	2	0
Cc1ccc(OCCCC(=O)NCc2ccco2)c(C)c1	19	-3	8
CN1CCN(C(=O)OC2c3nccnc3C(=O)N2c2ccc(Cl)cn2)CC1 (stereo not given)	-3	3	-2
CCn1c(-c2ccc(F)cc2)cnc1SCC(=O)N1CCc2ccccc21	-17	-5	-1
O=C(O)c1ccccc1NC(=O)C1C2CCC(O2)C1C(=O)O (stereo not given)	-16	-4	-6
O=C(Nc1cc2cc([N+](=O)[O-])ccc2oc1=O)c1cccs1	23	2	3
CC(C)Oc1ccc(-c2nn(-c3ccccc3)cc2/C=c2\sc3ncnn3c2=O)cc1	32	-14	10
CCN(CC)CCCN1C(=O)c2oc3ccccc3c(=O)c2C1c1cccs1 (stereo not given)	2	0	0
C=CCOc1c(Cl)cc(CNc2ccc(C)c(Cl)c2)cc1OC	19	-4	7
Cc1nc(NC(=O)c2ccccc2)sc1-c1csc(Nc2ccc(Cl)cc2Cl)n1	8	-23	3
CC(C)OC(=O)c1c2nc3ccccc3nc2n2c1[nH]c(=O)c1ccccc12	2	3	7
COc1ccccc1N1CCN(C/C=C/c2ccc(N(C)C)cc2)CC1	6	0	2
Cc1ccc(C)n1-c1ccc2c(c1)COC2=O	45	6	1
CCN(CC)CCCNc1nc(SC)nc2sc3c(c12)CCN(C)C3	-1	0	-1
CCN(CC)S(=O)(=O)c1ccc(OC)c(NC(=S)Nc2cc(C)ccc2C)c1	-10	-13	4
C=C1/C(=C\C=C2/CCC[C@]3(C)[C@@H]([C@H](C)CCCC(C)(C)O)CC[C@@H]23)C[C@@H](O)C[C@@H]1O	-6	-25	2
O=C(O/N=C/c1ccc2c(c1)OCO2)c1ccccc1Cl	-4	-1	0
COC(=O)[C@@H](NC(=O)O[C@@H]1C(=O)c2ccc(OC)cc2O[C@H]1c1cccc(C(F)(F)F)c1)C(C)C	5	-3	0
COc1ccc(CCNC(=O)CSc2ccc(-c3ccccc3)nn2)cc1	7	-2	0
Cc1cc(C(C)C)n2c(nc3ccccc32)c1C#N	14	7	4
CC(=O)Nc1ccc(NC(=O)c2ccc(COc3ccc4c(C)cc(=O)oc4c3)cc2)cc1	-1	-32	-4
COc1ccc(CCN(Cc2cc3cccc(C)c3n3nnnc23)C(=O)c2ccncc2)cc1OC	30	-2	-5
COc1ccc(Br)cc1/C=N/NC(=O)c1cc(Br)ccc1O	-5	2	3
CC(=O)Nc1cn(C(C)=O)c(C)n1	14	9	-6
Cc1cc(C(=O)OCC(=O)c2ccc(Br)s2)c(C)o1	32	-12	-3
CCc1nn(CC(=O)NCCCN(CC)c2cccc(C)c2)c(=O)c2cc3occc3n12	15	6	-2
Fc1ccc(N2CCN(Cc3c[nH]c4ccccc34)CC2)cc1	35	2	5
CCOC(=O)c1sc(N=Nc2c(O)[nH]c(=O)[nH]c2=O)c(C(=O)OCC)c1C	-4	2	-3
Cc1cc([N+](=O)[O-])c2c(c1C)C1C=CCC1C(c1ccccn1)N2 (stereo not given)	47	7	2
CC(=O)Nc1ccc(S(=O)(=O)NCC2CCC(C(=O)NC(C)c3ccc4c(c3)OCCO4)CC2)cc1 (stereo not given)	-8	11	5
O=C(O)C1C2CCC(O2)C1C(=O)Nc1cccc(F)c1 (stereo not given)	-14	7	-1

(next part)
SMILES	DUSP3 inh	Rv3671c inh	SARS 3CLpro inh
CCCc1nc2sc3ccccc3c(=O)c2c(=O)n1CCOC	41	10	-1
Cc1nc(NC(=O)c2ccccc2)sc1-c1csc(Nc2ccc(Cl)cc2)n1	9	-1	1
CSc1ccc(C2c3[nH]c4ccccc4c3CCN2C(=O)c2cc(C)n(C)n2)cc1 (stereo not given)	22	-12	4
CN(C)CC/C=C1/c2ccccc2COc2ccccc21	3	0	2
O=C1c2ccccc2C(=O)N1c1ccc(Cl)cc1	-6	-10	-5
COCC(=O)Nc1cc(Cl)ccc1C(F)(F)F	-14	-2	3
CCS(=O)(=O)C1=NN2C(=N)/C(=C\c3ccc(OS(=O)(=O)c4ccccc4)c(OC)c3)C(=O)N=C2S1	12	-22	9
COc1ccc(O[C@H]2C=C[C@@H](c3ccccc3)O[C@@H]2COC(=O)CC/C(C)=N/O[C@H](C)c2cn([C@@H]3COC[C@H]3O)nn2)cc1	-3	3	-6
CN1C(=O)C(=Cc2ccc(N(C)C)c([N+](=O)[O-])c2)C(=O)N(C)C1=O	4	-10	0
Cc1cccc(C(=O)N2CCc3cc(-c4nc(NC(=O)Cn5nnc6ccccc6c5=O)sc4C)ccc32)c1	-4	-18	0
COC(=O)c1ccc(Oc2nc(NC(C)(C)C)nc(N3CCOCC3)n2)cc1	30	-15	4
C=CCn1c2ccccc2c(=O)c2cc(C#Cc3ccsc3)ccc21	32	-12	1
COc1ccc(Nc2cc(C(=O)NCc3ccco3)c3ccccc3n2)cc1	8	-5	5
CCOc1ccc(N/C(=C(/C(Cl)=C(Cl)Cl)[N+](=O)[O-])n2cncn2)cc1	17	4	3
Cc1ccccc1Nc1nc(-c2sc(NC(=O)c3ccccc3)nc2C)cs1	3	-5	10
N#C[C@@H]1[C@@H]2C(=O)N(c3ccc4c(c3)OCCO4)C(=O)[C@@H]2C2c3ccccc3C=CN21 (stereo not given in full)	22	-59	0
Cc1nn(Cc2ccc(Cl)cc2Cl)c(Cl)c1/C=N/NC(=O)CNc1cccc(C(F)(F)F)c1	8	0	-3
COc1ccc(NCc2ccc(OC)c(OC)c2)cc1	23	-3	-3
C/C(=N\Nc1ccc(F)cc1F)c1ccc(F)cc1	4	-1	-1
O=C(NCc1ccccc1Cl)C1CCCN(c2nc3ccsc3c(=O)s2)C1 (stereo not given)	21	-13	-1
Cc1sc2nc(CSc3ccc([N+](=O)[O-])cc3)[nH]c(=O)c2c1C	13	-41	3
Cc1cccc(C(=O)O/N=C/c2c(N3CCOCC3)n(C)c3ccccc23)c1	14	4	1
CCOc1nc(C)cc(C)c1S(=O)(=O)c1cccc(C)c1	15	-3	3
Cc1cccc(NC(=O)c2ccccc2OCC(=O)N2CCCC2)c1C	26	4	3

Part of the list above in order of count of non-hydrogen atoms, high to low.
SMILES	DUSP3 inh	Rv3671c inh	SARS 3CLpro inh
COc1ccc(O[C@H]2C=C[C@@H](c3ccccc3)O[C@@H]2COC(=O)CC/C(C)=N/O[C@H](C)c2cn([C@@H]3COC[C@H]3O)nn2)cc1	-3	3	-6
Cc1cccc(C(=O)N2CCc3cc(-c4nc(NC(=O)Cn5nnc6ccccc6c5=O)sc4C)ccc32)c1	-4	-18	0
CCS(=O)(=O)C1=NN2C(=N)/C(=C\c3ccc(OS(=O)(=O)c4ccccc4)c(OC)c3)C(=O)N=C2S1	12	-22	9
Cc1nn(Cc2ccc(Cl)cc2Cl)c(Cl)c1/C=N/NC(=O)CNc1cccc(C(F)(F)F)c1	8	0	-3
N#C[C@@H]1[C@@H]2C(=O)N(c3ccc4c(c3)OCCO4)C(=O)[C@@H]2C2c3ccccc3C=CN21 (stereo not given in full)	22	-59	0
COc1ccc(Nc2cc(C(=O)NCc3ccco3)c3ccccc3n2)cc1	8	-5	5
O=C(NCc1ccccc1Cl)C1CCCN(c2nc3ccsc3c(=O)s2)C1 (stereo not given)	21	-13	-1
Cc1cccc(NC(=O)c2ccccc2OCC(=O)N2CCCC2)c1C	26	4	3
CCOc1ccc(N/C(=C(/C(Cl)=C(Cl)Cl)[N+](=O)[O-])n2cncn2)cc1	17	4	3
CN1C(=O)C(=Cc2ccc(N(C)C)c([N+](=O)[O-])c2)C(=O)N(C)C1=O	4	-10	0
Cc1sc2nc(CSc3ccc([N+](=O)[O-])cc3)[nH]c(=O)c2c1C	13	-41	3
CN(C)CC/C=C1/c2ccccc2COc2ccccc21	3	0	2
COc1ccc(NCc2ccc(OC)c(OC)c2)cc1	23	-3	-3
C/C(=N\Nc1ccc(F)cc1F)c1ccc(F)cc1	4	-1	-1
O=C1c2ccccc2C(=O)N1c1ccc(Cl)cc1	-6	-10	-5
COCC(=O)Nc1cc(Cl)ccc1C(F)(F)F	-14	-2	3

Additional entries
SMILES	DUSP3 inh	Rv3671c inh	SARS 3CLpro inh
Cc1ccc(Cl)c(NC(=O)CN2CCN(C=O)CC2)c1	26	5	-1
COc1ccccc1-c1c(C(F)(F)F)oc2cc(OCC(=O)Nc3cc(C)ccc3C)ccc2c1=O	9	-4	-1
COc1ccc(S(=O)(=O)N(CC(=O)NCc2cccnc2)c2ccc(F)cc2)cc1OC	1	-9	-3
CN(C)c1ccc(/C=C/C(O)=C2/C(=O)N(C)C3(C)CC2c2ccccc2O3)cc1 (stereo not given)	8	4	-1
CC(C)CCN(C(=O)COc1ccc(C#N)cc1)c1c(N)n(Cc2ccccc2)c(=O)[nH]c1=O	21	-4	5
O=C(/C=C/c1ccccc1[N+](=O)[O-])Oc1ccccc1	15	6	2
CC(=O)N=C1SC2CS(=O)(=O)CC2N1c1ccc(-c2nc3ccc(C)cc3s2)cc1 (stereo not given)	5	-30	-3
Cc1cc(C)nc(/N=C(/NC(=O)Nc2ccc(Cl)c(Cl)c2)Nc2ccccc2)n1	0	6	1
COc1cc2c(cc1NC(=O)CSc1nc3ccc(C)cc3[nH]1)oc1ccccc12	5	-6	-1
COC(=O)N1C(=O)[C@@](CC(C)C)(c2ccccc2)N1C(=O)OC	-2	-7	-6
O=C(O)Cc1ccc(NC(=O)C2CC=CCC2C(=O)O)cc1 (stereo not given)	36	-9	-2
NC(=O)c1nsc(C(=O)N(CC(=O)NC2CCCC2)c2cnc3ccccc3c2)c1N	-1	2	7

Record cards (already shown). Order of screens: DUSP3 inh	Rv3671c inh	SARS 3CLpro inh
O=C(O)Cc1ccc(NC(=O)C2CC=CCC2C(=O)O)cc1 (stereo not given) across the screens: 36	-9	-2
O=C(/C=C/c1ccccc1[N+](=O)[O-])Oc1ccccc1 across the screens: 15	6	2

The list continues.
SMILES	DUSP3 inh	Rv3671c inh	SARS 3CLpro inh
COc1ccc(Cn2c(-c3ccc(OC)cc3)nc3c(c(=O)c4ccccc4n3C)c2=O)cc1	37	0	1
O=C(Nc1ccccn1)c1ccc2nc(-c3ccccc3)c(-c3ccccc3)nc2c1	-3	-9	-1
COC(=O)C(=C/C=C/N1CCOCC1)C(=O)OC	2	-6	3
O=C(NC1CCCCC1)C(=O)N(Cc1cccnc1)C(C(=O)NCc1ccco1)c1ccccc1 (stereo not given)	19	-10	0
CCC(C)(C)N=C(NC#N)Nc1cccnc1	16	-3	-3
COC(=O)c1ccccc1NC(=O)Cn1nc2n(C)c3ccccc3n2c(=O)c1=O	7	-4	-2
CCOC(=O)C1=C(O)C(=O)N(CCCn2ccnc2)C1c1ccc(OC)cc1 (stereo not given)	-3	-7	-4

Screens deposited in PubChem by several laboratories.

This is a subset, so the mix of outcomes need not match the whole.
